zfTRPN1 agonist = zebrafish TRPN1 (NompC) channel agonism; HEK293 zebrafish TRPN1-YFP, Fluo-8 calcium fluorescence; 100% = response to 87 µM carbachol; activation, % at 3 µM; hit rate 0.18% among 220,000;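 active = activation above its plate's cutoff, the mean activation of test wells on that plate plus 3 SD, cut at about 19% in these data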;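 note: 0% = DMSO alone and 100% = 87 µM carbachol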
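Control set: carbachol 87 µM as high control, DMSO as low control; system: HEK293 stable line with zebrafish TRPN1-YFP; read-out: % activation versus carbachol response; detection: intracellular calcium fluorescence with Fluo-8; doses: single test compound dose, 3 µM nominal, 0.3% DMSO; schedule: dye 1 h 37 °C plus 30 min RT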
Ba/F3 V617F tox = loss of viability in JAK2V617F-driven Ba/F3 cells | Ba/F3 EpoR-JAK2V617F viability, ATP luminescence | inhibition, % at 5.6 µM | hit rate 1.1% among 220,000;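 active = inhibition above the campaign mean plus 3 SD over all tested compounds, cut at about 24% in these data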;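 note: cytokine-independent growth of Ba/F3 cells driven by EpoR plus mutant JAK2; 0% = DMSO-treated cells and 100% = JAK inhibitor I control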
RBBP9 inhibitor = blocks human serine hydrolase RBBP9. O75884. hit rate 0.2% among 220,000. recombinant RBBP9, FP-Rh probe fluorescence polarization. inhibition, % at 7.94 µM;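 active = inhibition above the campaign mean of all tested compounds plus 3 SD, cut at about 14% in these data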;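 note: plate controls were DMSO wells with RBBP9 for no effect and wells lacking RBBP9 protein for full effect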
Target sequence (O75884 whole entry, looked up): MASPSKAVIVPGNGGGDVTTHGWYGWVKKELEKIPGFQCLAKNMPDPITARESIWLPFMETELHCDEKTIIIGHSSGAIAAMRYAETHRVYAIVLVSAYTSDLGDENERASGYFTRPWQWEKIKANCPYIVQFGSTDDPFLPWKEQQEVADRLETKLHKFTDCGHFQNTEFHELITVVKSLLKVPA
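System: RBBP9 protein | Quantity: 2.5 µM RBBP9 dispensing solution, before mixing | Reagent: FP-Rh probe, 375 nM dispensing solution | Timing: Enzyme-compound preincubation 30 min, then probe labeling 45 min, 25 °C | Measured by: Fluorescence polarization | Read-out: % inhibition | Replication: One well per compound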
TNF death inh = blocks TNF-alpha induced death of Jurkat FADD-/- cells | AID 463075 | Jurkat FADD-/- TNF necroptosis rescue, ATP luminescence, 24 h; 0 = TNF only, 100 = no-TNF cells | activation (protection from cell death), % at 10 µM | hit rate 0.068% among 220,000;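 active = activation, meaning protection from cell death, of at least 50% relative to plate controls; inactive = activation below 50%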;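 note: necroptosis triggered by 40 ng/mL TNF-alpha added together with compound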
BaF3 tox = reduces parental Ba/F3 cell viability, JAK2V617F counter-screen; CellTiter-Glo ATP luminescence; hit rate 1.1% among 220,000; inhibition, % at 5.6 µM; AID 1486;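 active = inhibition above a per-campaign cutoff, the mean inhibition of all tested compounds plus 3 SD, cut at about 27% in these data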;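 note: 0% = DMSO wells and 100% = JAK Inhibitor I control wells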
Wee1 stabilizer = blocks degradation of human Wee1 kinase | P30291 | HeLa Luc-Wee1K328M stability, luciferase luminescence; 100% = proteasome inhibitor MG132 effect | hit rate 1.2% among 220,000 | reporter increase, % at 5 µM | AID 1321;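 active = activation above the mean of all tested compounds plus 3 SD, set per screening run, cut at about 8.8% in these data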;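 note: cells exposed to compound for 20 h before luminescence read; 0% = DMSO alone and 100% = MG132 at 30 µM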
CHOP inh = CHOP inhibition in unfolded protein response; inhibition, % at 10 µM; CHO-K1 CHOP-promoter luciferase, tunicamycin-induced, 15-18 h; hit rate 3.8% among 220,000;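 active = compounds that reduced the stress-induced luciferase reporter signal by more than about 70% of percent inhibition, limit read from the data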;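 note: 0% = tunicamycin plus vehicle and 100% = wells without tunicamycin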
TRPML3 agonist = activates the human TRPML3 channel | HEK293 TRPML3-YFP, Fluo-8 calcium fluorescence; 100% = the carbachol control signal | AID 1448 | hit rate 0.29% among 220,000 | activation, % at 3 µM | Q8TDD5;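 active = activation above its plate's cutoff, the mean activation of the plate's test wells plus 3 SD, cut at about 12% in these data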;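 note: 0% = DMSO only wells and 100% = carbachol wells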
Target sequence (Q8TDD5 whole entry, looked up): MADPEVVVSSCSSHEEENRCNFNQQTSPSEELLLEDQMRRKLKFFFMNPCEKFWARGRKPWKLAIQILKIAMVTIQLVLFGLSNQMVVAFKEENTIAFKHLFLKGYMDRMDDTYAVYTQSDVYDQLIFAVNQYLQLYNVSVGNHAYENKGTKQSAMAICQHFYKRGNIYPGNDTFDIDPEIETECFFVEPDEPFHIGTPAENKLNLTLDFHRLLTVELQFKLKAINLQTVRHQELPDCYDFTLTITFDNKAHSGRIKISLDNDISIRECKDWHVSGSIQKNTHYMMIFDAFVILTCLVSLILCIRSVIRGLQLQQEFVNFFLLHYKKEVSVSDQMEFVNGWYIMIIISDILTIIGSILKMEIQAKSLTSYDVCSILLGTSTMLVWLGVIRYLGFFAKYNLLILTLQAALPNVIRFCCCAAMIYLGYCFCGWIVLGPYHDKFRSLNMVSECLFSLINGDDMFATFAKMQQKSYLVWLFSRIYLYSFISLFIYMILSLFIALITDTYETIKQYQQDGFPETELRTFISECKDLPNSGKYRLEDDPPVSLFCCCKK
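Material: TRPML3-YFP stable HEK293 cells | Dosing: One concentration, 3 µM nominal, 0.3% DMSO | Timing: 125 s total fluorescence read per well | Technique: Fluo-8 calcium dye fluorescence, ex 470-495, em 515-575 nm | Measure: Percent activation from peak-to-basal fluorescence ratio, scaled between DMSO and carbachol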
PPC-1+TRAIL kill = compounds killing PPC-1 cancer cells with TRAIL present (potentiator screen, no TRAIL-free arm); AID 1443; PPC-1 cells + TRAIL, ATPLite viability luminescence; hit rate 0.41% among 220,000; cell killing (% activity), % at 4 µM;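 active = cell killing above 50% in the first pass at 4 µM, then a duplicate retest at 5 µM averaging 50% or more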;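 note: plate controls were cells with TRAIL plus DMSO for no effect and medium-only wells lacking cells for full effect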
* hit, by the source's call; . = no result given.

Molecule | zfTRPN1 agonist | Ba/F3 V617F tox | RBBP9 inhibitor | TNF death inh | BaF3 tox | Wee1 stabilizer | CHOP inh | TRPML3 agonist | PPC-1+TRAIL kill
CC(=O)c1ccc(S(=O)(=O)Nc2ccc(-c3ccc4nnc(C)n4n3)cc2)cc1 | 1.6 | 0 | -8 | -4.3 | 7 | 1 | -23 | 0.9 | 4
O=C1C=C(Nc2ccc(Cl)cc2)CC(c2ccccc2)C1 (centres undefined) | -0.2 | 2 | -2 | -4.9 | 10 | -2 | -8 | 0.3 | -8
N#CCC(=O)Nc1ccc(C(=O)OCC(=O)Nc2ccccc2Sc2ccccc2)cc1 | 1.8 | -2 | -9 | 0.3 | 4 | 1 | 48 | 0.1 | 5
CCOC(=O)c1c(C)c(C(=O)NCCc2ccccc2)c(C)n1C | -1.8 | -4 | -7 | 0.4 | 0 | 2 | -19 | -0.1 | -3
CC(C)(C)OC(=O)N1CCC(c2cc(=O)n3[nH]c(-c4ccc(Cl)cc4)cc3n2)CC1 | 0.9 | 3 | -10 | 0.0 | 2 | -1 | 70* | 0.8 | 9
CCC(=O)NNc1nc2c(Cl)cccc2s1 | 0.0 | -2 | 2 | 1.4 | -1 | 3 | 5 | 0.7 | -16
CC(C)N1CCN(CC#Cc2ccccc2)CC1CCO (centres undefined) | 0.7 | 0 | 3 | 1.2 | 8 | 0 | 1 | 0.0 | .
COc1ccc2oc(C(=O)OCc3c(C)noc3C)c(C)c2c1 | 2.5 | -2 | 3 | -0.7 | 4 | 3 | 5 | 0.9 | -5
CCO[C@@H]1OC(C(=O)NCc2nc3ccccc3[nH]2)=C[C@H](c2csc3ccccc23)[C@H]1CCCO | 1.1 | 3 | -2 | 0.9 | -2 | -2 | 2 | 0.7 | 5
COc1ccc(Nc2nc(N)c([N+](=O)[O-])c(NCCO)n2)cc1 | 0.0 | -2 | -2 | -9.2 | -11 | -2 | 1 | -0.4 | 12
CNC(=O)NNC(=O)c1csc(-c2ccc(C(F)(F)F)cc2Cl)n1 | -0.9 | -3 | -10 | 1.1 | 0 | 0 | -4 | -0.8 | 10
Nc1nnc(SCc2ccccc2F)n1-c1ccccc1 | 0.1 | -1 | -6 | -0.9 | -1 | -2 | 14 | 1.0 | 11
O=C(Nc1cccc(-c2cn3c(n2)SCC3)c1)c1ccc2ccccc2n1 | -1.2 | -2 | -18 | -0.2 | 2 | 9 | 30 | 0.1 | 15
COc1cc2oc3ccccc3c2cc1N(CC(=O)N1CCCCC1)S(=O)(=O)c1ccc(C)cc1 | 16 | 5 | -9 | 0.2 | 8 | 2 | 34 | 179* | 7
CC(=NC1CCN(Cc2ccccc2)CC1)c1c(O)[nH]c(=O)[nH]c1=O | 0.2 | 1 | -7 | -2.4 | 4 | 1 | 11 | 0.8 | -9
Cc1ccc2cccc(S(=O)(=O)Nc3c(C)n(C)n(-c4ccccc4)c3=O)c2n1 | 0.4 | 3 | -8 | -0.4 | 5 | -2 | 21 | 0.2 | -22
Cc1ccc(C)c(OCCn2cc(/C=C(\C#N)C(=O)NCc3cccs3)c3ccccc32)c1 | 0.1 | -1 | -6 | -3.5 | 2 | 0 | 48 | 1.7 | 11
CCCCN1CCNC1=S | 0.8 | -2 | -11 | 4.1 | -1 | -1 | 11 | 0.8 | -15
CCOC(=O)c1cccnc1NC(=O)c1ccncc1 | 2.4 | 4 | -8 | 0.2 | 8 | -1 | -11 | -0.2 | 1
CCCCSc1nc(N)c(C#N)c(-c2cccs2)c1C#N | 2.2 | -3 | -17 | 1.1 | 0 | -2 | . | 0.1 | 26
Cc1ccc(C(=O)CSc2nnc(-c3ccco3)n2CC2CCCO2)cc1 (centres undefined) | -1.6 | -1 | -3 | -0.1 | 3 | 0 | -1 | -0.6 | 21
Cc1cc(O)c2c(c1)C(O)(C1OC(CO)C(O)C(O)C1O)c1cccc(O)c1C2=O (centres undefined) | 0.8 | -3 | -15 | 1.2 | 2 | 4 | 27 | 0.7 | -10
N#CC1=C(N)N(c2ncn[nH]2)C2=C(C(=O)CCC2)C1c1ccc(F)cc1 (centres undefined) | -2.7 | -2 | -6 | -9.7 | 6 | -3 | -3 | 0.4 | -13
Cc1cc(NC(=O)CCC(=O)N(Cc2cccs2)C(C(=O)NC2CCCC2)c2ccccc2)no1 (centres undefined) | -1.1 | -4 | -6 | 0.6 | 3 | 1 | 25 | -1.1 | 11
Cc1cc(N2CCN(C(=O)c3ccco3)CC2)n2nc(-c3cccc(F)c3)cc2n1 | -0.7 | -2 | 7 | -0.9 | 0 | 1 | 32 | -0.3 | 30
COC(=O)c1c(NC(=O)CN2CCN(C(=O)c3ccco3)CC2)c2cc(C)ccc2n1C | 1.5 | -2 | 2 | -1.8 | 4 | -4 | 22 | -1.7 | -25
S=C(Nc1ccccc1)N(CCN1CCOCC1)Cc1cccc(Cl)c1 | -0.3 | -2 | 4 | 0.2 | 11 | -1 | 1 | -0.1 | 36
CN(C)S(=O)(=O)c1ccc(Cl)c(NC(=O)CN2CCNC(=O)C2)c1 | 1.7 | -2 | -7 | 1.9 | 10 | -1 | -10 | 1.1 | 8
O=C(Cc1cccc2ccccc12)OCn1nnc2ccccc2c1=O | -0.8 | -1 | 3 | 1.2 | 3 | -2 | 14 | 0.5 | 6
CNc1nnc(CSc2nc(C)cc(C)n2)s1 | -1.3 | 1 | -4 | -2.4 | 2 | -3 | 51 | 0.1 | 12

(list continues)
Molecule | zfTRPN1 agonist | Ba/F3 V617F tox | RBBP9 inhibitor | TNF death inh | BaF3 tox | Wee1 stabilizer | CHOP inh | TRPML3 agonist | PPC-1+TRAIL kill
Cc1ccc2c(SCC(=O)NCc3ccco3)nc(-c3ccc(F)cc3)nc2c1 | -0.5 | -2 | -10 | -4.6 | -3 | -3 | -13 | 1.4 | -1
COC(=O)c1c(NC(=O)COC(=O)CNC(=O)C2CCCCC2)sc(C)c1C | 1.3 | -2 | -1 | 1.4 | 7 | -1 | 78* | -0.6 | 3
N/C(COc1ccccc1)=N\NS(=O)(=O)c1ccccc1 | 0.1 | -3 | 5 | -1.9 | 5 | 1 | 5 | 0.6 | -5
Cc1cc(Cl)ccc1NNC(=O)c1cccs1 | -0.5 | -5 | 9 | -4.5 | 0 | 3 | 6 | -0.6 | -10
O=S(=O)(Nc1ccc(Cc2ccncc2)cc1)c1cccs1 | 4.2 | 6 | -6 | -1.2 | 3 | -2 | -1 | 0.6 | -6
CN(c1ccccc1C(=O)Nc1ccc(S(=O)(=O)N2CCCC2)cc1)S(C)(=O)=O | 0.0 | -1 | -4 | 1.4 | 1 | -3 | 18 | 0.1 | -1
CC12COC3(C(=O)Nc4ccccc4)CC1CCC32C (centres undefined) | 0.3 | -6 | -3 | -0.1 | 3 | -1 | 1 | 0.3 | 11
COc1ccc(-n2nnc3c(=O)n(Cc4cc(C)ccc4C)cnc32)cc1 | 0.0 | 4 | -4 | -1.4 | 3 | -2 | 5 | 0.3 | 12
Cc1ccc(-c2nnc(-c3ccc4c(c3)OCO4)o2)cc1 | 1.6 | 0 | 8 | -1.1 | 1 | -2 | 25 | 0.7 | 55*
COc1cccc(-c2cc(=O)c3cc(NC(C)=O)ccc3[nH]2)c1 | 0.1 | 2 | -6 | -9.4 | 3 | -4 | -2 | 1.0 | 10
COc1ccc2cc(C#N)c(Nc3cccc(F)c3)nc2c1 | 1.9 | -1 | 4 | -0.4 | 4 | 2 | 23 | 1.3 | 13
Cn1nnnc1SCCNCc1cc(Cl)ccc1OCc1ccccc1 | -1.4 | 1 | -7 | 3.3 | 4 | 0 | 37 | -0.6 | 22
O=C(Nc1ccc(F)cc1F)c1ccco1 | 1.9 | -2 | -1 | -1.0 | -1 | 4 | 4 | 0.9 | -32
CCOc1cc(/C=N/NC(=O)c2cccnc2)cc(Br)c1OCC(N)=O | 1.6 | 2 | -7 | 1.1 | 5 | 0 | 14 | 1.0 | 1
COc1ccc(S(=O)(=O)Nc2cc3c4c(oc3c3ccccc23)CC(C)(C)CC4=O)cc1 | -0.6 | -2 | -19 | 0.9 | 5 | 2 | 36 | 0.7 | 9
C=CCNC(=S)NNC(=O)c1cccc(Br)c1 | 0.7 | -1 | -6 | 1.9 | 5 | -1 | 21 | 0.8 | -20
O=C1COc2ccccc2CN1 | 0.7 | -4 | -5 | -1.7 | -1 | 2 | -22 | 0.0 | 22
COc1ccc(C(C(=O)OCCN(C)C)c2ccccc2)cc1 (centres undefined) | 1.0 | -1 | -5 | -2.6 | 4 | -1 | -22 | 0.4 | 13
COc1cc(/C=c2\sc3n(c2=O)CCCN=3)ccc1O | 0.6 | -1 | -2 | -1.1 | -3 | -1 | 6 | 0.7 | 5
CC1=C(C(=O)NCc2ccc(Cl)cc2)C2(CCC(C)CC2)OC1=O (centres undefined) | 1.2 | -2 | 0 | 1.7 | -4 | 3 | 18 | 1.7 | 8
Cc1ccnc2nc(C(=O)OCCOc3ccc(Cl)cc3)nn12 | 0.1 | -1 | -6 | 1.2 | -1 | -2 | 2 | 0.4 | 16
CCOC(=O)N1CCC(NC(=O)c2ccc3c(c2)sc2nc(-c4cccc(OC)c4)cn23)CC1 | 6.6 | 5 | -26 | -10 | 15 | -1 | . | 2.1 | 22
COc1ccc(NS(=O)(=O)c2cccc(C(=O)N/N=C/c3cccs3)c2)cc1 | -0.5 | -3 | -14 | 1.8 | 2 | 1 | 50 | 0.5 | -11
O=C(O)C1CCC(=O)N1Cc1ccc(F)cc1 (centres undefined) | -1.1 | -3 | 4 | 0.8 | 2 | 0 | -5 | 1.1 | 0
Cn1c(SCc2ccccc2F)nnc1-c1cnccn1 | -0.4 | 0 | -4 | 1.3 | 7 | 8 | -44 | -0.2 | 12
COc1cc2c(cc1NC(=O)CC1SC(N3CCCC3)=NC1=O)oc1ccccc12 (centres undefined) | 0.7 | -2 | -9 | -3.6 | 2 | -2 | 61 | 0.3 | 15
CCOC(=O)C1=C(C)N(CCCC(=O)O)C(=O)NC1c1ccc(OC)cc1 (centres undefined) | -0.1 | -2 | -4 | 1.2 | 5 | -1 | 2 | 0.9 | 9
O=C(/C=C/c1ccc(OC2CSC2)cc1)c1ccc(Cl)cc1 | 0.3 | -3 | -11 | 1.7 | 1 | 1 | 16 | 0.2 | 10
CCOC(=O)c1c(C)nc(-c2ccccc2)nc1NC(=O)CC | -0.3 | 0 | 0 | 0.1 | 4 | -1 | 6 | -0.6 | 10

Screens (PubChem)
